MRP-1 activ = H69AR viability gain despite doxorubicin, primary screen, MRP-1 activator project, H69AR cells, CellTiter-Glo. AID 799, 2007. 140,000 compounds, 0.61% hits. viability rescue. viability increase, % at 10 µM;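 active means viability gain under doxorubicin at or above a set limit, the compound median plus 3 SD, cut at about 4.7% in these data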;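 further: MRP-1 overexpressing cells given doxorubicin 25 µM after compound pretreatment; 18-22 h compound pretreatment then 72 h with doxorubicin before readout; 0% = doxorubicin-only wells and 100% = vehicle-treated cells without doxorubicin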
NPY Y2 blocker = NPY-Y2 receptor antagonists, primary screen, cell-based | NPY-Y2 expressing cells, antagonist mode | inhibition, % at 2.7 µM | 140,000 compounds, 0.99% hits | AID 793, 2007; in the data active means inhibition above about 17%;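 further: 0% = vehicle with agonist challenge and 100% = reference antagonist with challenge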
Target sequence (P49146 whole entry, looked up): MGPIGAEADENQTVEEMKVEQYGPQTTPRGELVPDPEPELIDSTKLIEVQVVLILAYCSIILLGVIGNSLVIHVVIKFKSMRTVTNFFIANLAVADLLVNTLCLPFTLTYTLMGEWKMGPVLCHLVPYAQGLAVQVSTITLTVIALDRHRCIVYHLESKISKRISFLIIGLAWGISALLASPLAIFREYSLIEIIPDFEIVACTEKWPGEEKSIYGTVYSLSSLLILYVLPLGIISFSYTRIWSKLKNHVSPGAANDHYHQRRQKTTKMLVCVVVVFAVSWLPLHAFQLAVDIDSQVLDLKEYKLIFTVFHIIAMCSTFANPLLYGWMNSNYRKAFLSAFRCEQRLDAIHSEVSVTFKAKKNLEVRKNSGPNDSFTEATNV
Yeast growth inh = growth inhibitors of yeast BB579 in restrictive medium, primary screen, yeast lifespan-shortening project, S. cerevisiae; 140,000 compounds, 0.51% hits; inhibition, % at 10 µM; OD615, 48 h;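 active means inhibition above a set limit, 3 SD over the mean compound inhibition, cut at about 44% in these data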; further: inactives centre near -24
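System: Saccharomyces cerevisiae DeaD strain BB579, replicative lifespan model yeast. Buffer or medium: restrictive glucose-based CSMM-D medium. Doses: one dose, 10 µM compound with 0.25% DMSO. Timing: 4 h preincubation and 48 h exposure at 30 °C. Detection: turbidity as optical density at 615 nm. Benchmarks: amphotericin B 10 µg/mL, positive.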
Yeast lifespan up = compounds extending yeast replicative lifespan, primary screen, S. cerevisiae, OD615 | inhibition of the nicotinamide effect, % at 10 µM | AID 775, 2007 | 130,000 compounds, 0.68% hits | S. cerevisiae growth with nicotinamide; deaD strain in restrictive glucose medium;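 active means inhibition above a set limit, placed 3 SD over the median of all compounds, cut at about 26% in these data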;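 further: 0% = nicotinamide-treated wells and 100% = cells grown without nicotinamide; some compounds called inactive have numbers as strong as hits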
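assay system = DeaD-strain S. cerevisiae | measured by = absorbance at 615 nm | probe or stimulus = nicotinamide 1.5 mM | buffer or medium = CSMM-D glucose medium, restrictive | times = 48 h at 30 °C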
E-sel TNF inh = E-selectin induction blockers in HUVEC – imaging, immunofluorescence, high content, primary screen; HUVEC TNFa-induced E-selectin immunofluorescence; inhibition, % at 2 µM; 120,000 compounds, 0.71% hits; AID 1246, 2008;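 active means inhibition above the batch mean plus 3 SD, and confirmed as a hit on visual image review, cut at about 43% in these data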;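 further: 0% = TNF-stimulated DMSO wells and 100% = unstimulated control wells; not every result past the cut was called active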
Measles CPE = compounds protecting cells from measles virus cytopathic effect, primary screen, measles RdRp inhibitor project, single point, MLSMR library, absorbance. protection (pct of control), % at 4 µM. AID 841, 2007. 140,000 compounds, 1.5% hits. Measles virus-infected cells, CPE protection; in the data active means protection mostly above about 24%, no sharp cut-off; inactive means mostly below about 26%; further: some compounds called inactive have numbers as strong as hits
HCT116 PTEN-null = growth suppression of PTEN-null HCT116, primary screen, cell-based, CellTiter-Glo | HCT116 PTEN-null viability, 60 h; active compounds read low | viability, % at 10 µM | 140,000 compounds, 1.2% hits | AID 827, 2007;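 active means viability at or below a set limit, 4 SD under the median of all tested compounds, cut at about 3.7% in these data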;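 further: PTEN knockout HCT116 line with beta catenin targeted HCT116 as companion control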
bCat KO growth = primary screen for growth suppressors in beta-catenin knockout HCT116 cells (colon tumor, human). HCT116 beta-catenin knockout viability, CellTiter-Glo, 60 h; active compounds read low. 140,000 compounds, 1.5% hits. viability, % at 10 µM;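 active means viability at or under a set limit, the compound median less 4 SD, cut at about 6% in these data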;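 further: 0% = Hyamine 1622 control at 20 µM and 100% = untreated cell control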
GALR2 antag = GALR2 antagonists in receptor-expressing cells, primary screen | antagonist mode | inhibition, % at 4 µM | 140,000 compounds, 0.39% hits | AID 828, 2007; in the data active means inhibition above about 27%;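 further: cells stimulated with galanin 1-16 at roughly its EC80; 0% = agonist challenge control and 100% = basal control without agonist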
Target sequence (O43603 whole entry, looked up): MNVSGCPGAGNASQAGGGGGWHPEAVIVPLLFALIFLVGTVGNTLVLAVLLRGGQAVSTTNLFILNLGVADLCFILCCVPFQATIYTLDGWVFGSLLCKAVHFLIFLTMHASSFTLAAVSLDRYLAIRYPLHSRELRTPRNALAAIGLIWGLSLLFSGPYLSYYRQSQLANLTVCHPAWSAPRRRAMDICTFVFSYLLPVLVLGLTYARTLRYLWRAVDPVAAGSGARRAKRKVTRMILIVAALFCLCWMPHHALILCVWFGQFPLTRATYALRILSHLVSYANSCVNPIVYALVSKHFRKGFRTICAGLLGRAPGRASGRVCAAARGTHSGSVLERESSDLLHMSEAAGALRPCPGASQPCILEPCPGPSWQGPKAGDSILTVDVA
Phagocytosis inh = inhibitors of macrophage phagocytosis, primary screen, imaging, J774A.1 cells, IgG beads; J774A.1 macrophage IgG-bead phagocytosis; inhibition, % at 5 µM; 110,000 compounds, 0.07% hits;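 active means inhibition above the mean of the plate negative controls plus 5 SD, cut at about 13% in these data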;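 further: phagocytic index as fraction of beads internalized from green versus red external bead signal; plate controls were DMSO negative control for no effect and cytochalasin-D positive control for full effect; some results beyond the cut were filed as inactive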
Starred values were filed as active, the others as inactive; nt = no result given.

SMILES | MRP-1 activ | NPY Y2 blocker | Yeast growth inh | Yeast lifespan up | E-sel TNF inh | Measles CPE | HCT116 PTEN-null | bCat KO growth | GALR2 antag | Phagocytosis inh
COc1ccc(CNC(=O)CSCc2cnn(-c3ccccc3)c2-n2cccc2)cc1 | 1.8 | 5 | 20 | -9 | 4 | 3 | 93 | 105 | 11 | -1
Cc1ccc(C(=O)COC(=O)CCCC(=O)NC2CCCCC2)cc1[N+](=O)[O-] | -1.8 | 4 | -19 | 1 | -14 | 28 | 93 | 101 | -5 | -5
Cc1ccc(/C=N/NC(=O)CSc2nnc(-c3ccccc3)n2-c2ccc(Cl)cc2)o1 | 0.9 | 4 | -13 | -5 | nt | 8 | 92 | 91 | -3 | -22
CCOC(=O)CSc1n[nH]c(-c2ccco2)n1 | 1.5 | 2 | -4 | -5 | 16 | 2 | 91 | 99 | -10 | 0
Cc1onc(-c2c(F)cccc2Cl)c1C(=O)Nc1nnc(C2CC2)s1 | -0.5 | 3 | -21 | -9 | -14 | 1 | 77 | 79 | -8 | -1
CNS(=O)(=O)c1cc(C(=O)OCC(=O)NC2CCCc3ccccc32)ccc1Cl (configuration not stated) | -0.9 | 1 | -33 | -2 | nt | 8 | 95 | 99 | 9 | nt
O=C(O)c1ccc(NS(=O)(=O)c2cc(C(=O)O)ccc2Br)cc1 | -0.9 | 3 | -23 | 0 | 6 | 2 | 99 | 95 | -1 | -1
CCOC(=O)COc1cc(OCC(=O)OCC)c2c(=O)cc(-c3ccccc3)oc2c1 | -1.8 | 6 | -13 | 2 | -11 | 11 | 96 | 98 | -8 | nt
O=C(NCc1ccccc1Cl)C1CCCN(S(=O)(=O)c2cnc[nH]2)C1 (configuration not stated) | -1.2 | 1 | 20 | -6 | nt | 7 | 98 | 98 | -13 | 0
Cc1cc(C(=O)CN2C(=O)NC(C)(c3ccccc3)C2=O)c(C)n1CC1CCCO1 (configuration not stated) | -0.4 | 3 | -18 | -5 | nt | 7 | 92 | 89 | -16 | -5
O=C(CSc1nnc(CCCOc2ccc(Cl)cc2Cl)o1)Nc1ccc(C(=O)O)cc1 | -0.5 | 4 | -32 | 0 | nt | 3 | 97 | 93 | 3 | -1
CCn1c(SCC(=O)c2cc(C)ccc2C)nc2cc(S(=O)(=O)N3CCOCC3)ccc21 | 2.3 | 7 | -26 | -1 | nt | 10 | 63 | 78 | 3 | -3
NC(=O)[C@@H]1CCCNc2c(F)cc([N+](=O)[O-])cc2C(=O)N[C@@H](CCC(=O)O)C(=O)N[C@@H](CO)C(=O)N1 | 0.8 | 0 | -5 | 5 | -18 | 5 | 99 | 96 | 7 | nt
O=C1c2ccccc2C(=O)N1CCc1csc(-c2cccc(Cl)c2)n1 | 0.3 | 5 | -14 | -14 | -15 | 4 | 80 | 86 | -3 | 0
COCCn1c(=O)[nH]c2cc(C(=O)NCC3CCCO3)ccc2c1=O (configuration not stated) | -1.0 | -1 | -41 | -6 | nt | 11 | 101 | 100 | -3 | 0
CCN(CC)S(=O)(=O)c1ccccc1/C=N\O | -0.2 | -1 | 26 | -2 | -9 | 3 | 97 | 92 | 0 | 0
O=C(CN1C(=O)COc2ccccc21)N1CCN(c2ccccc2F)CC1 | -0.8 | 4 | -43 | 1 | -18 | 4 | 96 | 87 | 2 | -2
Cc1nc2ccc(N)cc2c(=O)n1Cc1ccc(Cl)cc1 | 0.1 | -1 | -12 | -20 | 21 | 20 | 82 | 85 | 0 | 0
Cc1c(Br)c([N+](=O)[O-])nn1CC(=O)NCc1ccccn1 | -1.4 | -1 | -13 | -16 | -11 | 6 | 108 | 104 | 1 | nt
O=C(N/N=C\c1ccc(-c2ccccc2[N+](=O)[O-])o1)C1COc2cc3ccccc3cc2O1 (configuration not stated) | -4.2 | 5 | -37 | -20 | 3 | 6 | 80 | 91 | -4 | nt
COCn1c(-c2cccc(Br)c2)nc2ccccc21 | -3.4 | 2 | -35 | -34 | 13 | 5 | 71 | 62 | 16 | 0
COC(=O)c1ccc(OCCN2C3=NCCN3c3ccccc32)cc1 | -0.5 | 5 | -14 | -6 | nt | 24 | 84 | 91 | 3 | 4
CCOC(=O)NC1(C(F)(F)F)C(=O)N(Cc2ccccc2)C2=C1C(=O)CC(C)(C)C2 (configuration not stated) | -1.1 | -1 | -23 | 1 | -3 | 7 | 90 | 91 | 14 | nt
Cc1cc(CC(C)C)n(-c2nc3ccccc3c(=O)n2OCC(N)=O)n1 | -1.8 | -1 | -74 | 9 | -52 | 8 | 28 | 25 | -18 | 1
Nc1c(Cl)ncnc1N1CCN(c2ncnc(Cl)c2N)CC1 | 0.5 | 1 | -22 | 3 | 21 | 35 | 102 | 102 | 2 | 1
SMILES | MRP-1 activ | NPY Y2 blocker | Yeast growth inh | Yeast lifespan up | E-sel TNF inh | Measles CPE | HCT116 PTEN-null | bCat KO growth | GALR2 antag | Phagocytosis inh
COc1ccc2[nH]c(=O)c(C(c3nnnn3C3CCCC3)N3CCN(Cc4ccc5c(c4)OCO5)CC3)cc2c1 (configuration not stated) | -4.2 | 4 | -21 | -7 | 9 | 5 | 73 | 80 | -12 | 0
CCOC(=O)Nc1ccccc1N1C(=O)c2ccccc2C1=O | -0.3 | 2 | -36 | -10 | -7 | 6 | 78 | 103 | -3 | -2
CCOC(=O)c1sc(N)nc1C(C)C | -1.2 | 1 | -29 | -26 | -21 | 20 | 94 | 91 | 2 | -5
CC(=O)c1ccc(OCCCC(=O)NC2CCCc3ccccc32)cc1 (configuration not stated) | -2.9 | 4 | -14 | -1 | nt | 9 | 89 | 82 | 8 | -9
CCc1ccc(C(=O)NCC2COc3ccccc3O2)o1 (configuration not stated) | 1.5 | 3 | -9 | -13 | -18 | 4 | 94 | 94 | 16 | 0
CC(O)(C#CCN1CCCCC1)c1ccccc1 (configuration not stated) | -2.6 | -2 | 4 | nt | 12 | 0 | 90 | 96 | -6 | nt
CCOc1c2ccc(C(=O)NCc3ccc4c(c3)OCO4)cc2nn1CC | -0.3 | 3 | -37 | -13 | -36 | 14 | 95 | 90 | 12 | nt
Cc1cccc(N2CCN(C(=O)c3ccc4nc[nH]c4c3)CC2)c1C | 1.0 | 1 | -25 | 1 | nt | 6 | 83 | 89 | 8 | -3
Cc1ccc(SCCNC(=O)/C=C/c2ccccc2Cl)cc1 | 0.1 | 11 | -14 | -23 | -5 | 2 | 101 | 100 | -8 | -2
Cn1c(SCC(=O)N2CCOCC2)nnc1-c1ccc(NC(=O)c2ccccc2F)cc1 | -0.5 | -2 | -22 | -4 | -16 | 12 | 102 | 91 | 6 | -1
Cc1cc(S(=O)(=O)N(C)CCc2ccccc2)ccc1-n1cnnn1 | -1.7 | 7 | -48 | -12 | nt | 16 | 82 | 86 | 11 | -1
O=C(COc1ccc([N+](=O)[O-])cc1)NCc1cccnc1 | -1.2 | -1 | 2 | 0 | nt | 23 | 106 | 94 | 2 | -3
CCOc1cc(-c2ccccc2)nc(N)n1 | -1.9 | 4 | -19 | -9 | -1 | 13 | 93 | 80 | -4 | 2
Cc1cc(=O)n2nc(N3CCC(C(=O)N4CCN(Cc5ccccc5)CC4)CC3)sc2n1 | -1.6 | 6 | -52 | -7 | 0 | 29 | 86 | 97 | -7 | -1
COc1ccc(C=C(C(C)=O)C(C)=O)cc1OC | -4.4 | -2 | -9 | nt | 2 | 13 | 92 | 111 | -1 | nt
CCOC(=O)c1c(NC(=O)C2c3ccccc3Oc3ccccc32)sc(C(N)=O)c1C | -4.7 | 2 | -37 | -15 | 8 | 8 | 81 | 81 | 23 | 0
C=CCSc1nc(Cc2ccc(Cl)cc2)nc2ccccc12 | 0.3 | 5 | -34 | 13 | -44 | 5 | 65 | 64 | 0 | nt
CCOC(=O)NC(=O)CSc1nc(-c2ccc(C)c(C)c2)cn1-c1ccccc1 | 1.1 | 6 | -26 | -2 | 13 | 3 | 94 | 100 | 12 | nt
CC1(C)CC(=O)N(CC(=O)NCc2ccccc2)c2ccccc2S1(=O)=O | -1.3 | 3 | 15 | 9 | nt | 19 | 101 | 94 | -4 | 0
O=C(N/N=C\c1ccc(CN(Cc2ccc(Cl)cc2)S(=O)(=O)c2ccccc2)o1)C(=O)Nc1ccc(F)cc1 | 1.6 | 1 | -75 | -8 | -21 | 1 | 73 | 92 | 3 | -1
Cc1ccc(NC(=O)c2sc3nc4c(c(-c5ccco5)c3c2N)CCC4)cc1 | 0.5 | 0 | -27 | -5 | -16 | 16 | 59 | 59 | 20 | -1
O=C(O)CC1CCC(=C(Cl)Cl)C1 (configuration not stated) | -1.1 | 2 | -17 | -9 | nt | 2 | 6 | 7 | -3 | 0
O=C(CN1C(=O)c2cccc3cccc1c23)NCC1CCCO1 (configuration not stated) | -3.1 | 0 | 3 | nt | -19 | 28 | 104 | 100 | 3 | 1
CC(=O)N/C(=C\c1ccccc1)C(=O)OCC(=O)N1CCCCCC1 | -2.3 | 0 | 9 | 12 | nt | 5 | 89 | 88 | -9 | -4
CC(=O)c1ccc(OCCCN2CCCCC2)cc1 | -3.5 | 6 | -26 | -24 | -26 | -1 | 97 | 95 | 1 | -1
SMILES | MRP-1 activ | NPY Y2 blocker | Yeast growth inh | Yeast lifespan up | E-sel TNF inh | Measles CPE | HCT116 PTEN-null | bCat KO growth | GALR2 antag | Phagocytosis inh
O=C(CSc1nnc(C2CC2)n1-c1ccccc1)NCCc1ccccc1 | -0.8 | 5 | 8 | -11 | 1 | 0 | 86 | 97 | 3 | -1
COc1ccc2c(c1)[nH]c1c(=O)n(CCc3cnc[nH]3)cnc12 | -1.1 | 2 | -78 | 10 | nt | 7 | 98 | 94 | 8 | -3
COc1ccc(CCNC(=O)C2CCN(S(C)(=O)=O)CC2)cc1OC | -0.7 | 4 | 10 | -25 | 1 | 3 | 90 | 88 | -6 | -1
N#CC(=C1CCCC1)c1nc(-c2ccc(Cl)cc2)cs1 | 0.8 | -1 | -57 | -24 | 1 | 9 | 82 | 81 | 4 | nt
CCOC(=O)C1CCC(CN(Cc2ccccc2)S(=O)(=O)c2ccc([N+](=O)[O-])cc2)CC1 (configuration not stated) | -3.7 | 4 | -17 | 4 | nt | 4 | 84 | 81 | -9 | nt
CC1CCN(C(=S)NC2CC3CCC2C3)CC1 (configuration not stated) | -2.0 | 1 | -35 | -2 | -7 | 2 | 96 | 86 | 1 | nt
COc1ccc(CCC(=O)NCCc2cn3c(C)csc3n2)cc1 | -1.9 | 1 | 8 | -3 | nt | 4 | 93 | 83 | 1 | -1
